KOR beta-arrestin-1 = KOR agonists, beta-arrestin recruitment, primary screen, cell-based, luminescence, uHTS (AID 1777); KOR beta-arrestin recruitment, luminescence; higher % means a stronger effect; one-dose activation, % at 10 µM; EC50 in µM for titrated hits; 0.02% of 280,000 active; in the data active means activation above about 50%, passing the limit was not always enough; further: a part of the inactive calls stands beside numbers as strong as those of hits
NOD1 NF-kB reporter = NOD1 signaling inhibitors, primary screen, cell-based, luminescence, uHTS (AID 1578); NOD1-driven NF-kB luciferase reporter cells, luminescence; higher % means a stronger effect; one-dose inhibition, % at 4 µM; EC50 in µM for titrated hits; 1% of 290,000 active; in the data active means inhibition mostly above about 36%, no sharp cut-off; inactive means mostly below about 34%;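 further: HEK-293T reporter cells stimulated with the NOD1 agonist gamma-tri-DAP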
Dengue-2 NS5 capping = flavivirus cap methylation enzyme inhibition – biochemical, confirmation dose response, primary screen (AID 588689); 0.3% of 340,000 active; inhibition, % at 25 µM, or IC50 in µM where a hit was titrated; Dengue-2 NS5 methyltransferase capping enzyme assay, biochemical; higher % means a stronger effect; in the data active means a potency from the dose series
GPR55 activation = selective activators of receptor GPR55 – imaging, U2OS cells, beta-arrestin-GFP redistribution, primary screen (AID 1961). U2OS GPR55 beta-arrestin-GFP redistribution imaging; higher % means a stronger effect. one-dose activation, % at 10 µM; EC50 in µM for titrated hits. 0.048% of 290,000 active;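 active means activation above 40% with more than 50 cells counted in the well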;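 further: U2OS osteosarcoma cells stably expressing GPR55 and beta-arrestin-GFP; plate controls were DMSO negative control for no effect and LPI positive control for full effect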
GPR55 antagonists = inhibition of LPI-stimulated GPR55 beta-arrestin translocation – imaging, U2OS, beta-arrestin-GFP, LPI agonist, primary screen (AID 2013). one-dose inhibition, % at 10 µM; IC50 in µM for titrated hits. 0.13% of 290,000 active. U2OS GPR55 beta-arrestin-GFP translocation imaging, LPI antagonism; higher % means a stronger effect;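 active means spots per cell inhibited over 60%, with over 100 cells counted and total cytoplasm intensity under 500,000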;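 further: U2OS cells stably carrying GPR55 and arrestin-GFP stimulated by 5 µM LPI near EC80; imaged beta-arrestin-GFP aggregate spots per cell after agonist stimulation; plate controls were LPI-stimulated DMSO wells for no effect and DMSO wells without LPI for full effect; some results filed as inactive read as strong as hits; confirmed hits need IC50 under 10 µM and bright autofluorescent wells are also inconclusive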
HIV peptide binding = inhibitors of HIV fusion peptide binding, primary screen, biochemical, uHTS, fluorescence dequenching (AID 1986) | cell-free peptide binding, fluorescence dequenching, 30 min; higher % means a stronger effect | one-dose inhibition, % at 20 µM; IC50 in µM for titrated hits | 0.3% of 290,000 active; in the data active means inhibition mostly above about 52%, no sharp cut-off; inactive means mostly below about 76%; further: some results filed as inactive read as strong as hits
GPR35 antagonists = GPR35 antagonists blocking zaprinast-driven arrestin recruitment, primary screen, imaging, U2OS, beta-arrestin-GFP, zaprinast agonist (AID 2058). U2OS GPR35 beta-arrestin-GFP translocation imaging, zaprinast antagonism; higher % means a stronger effect. inhibition, % at 10 µM, or IC50 in µM where a hit was titrated. 0.052% of 290,000 active;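 active means inhibition of at least 50% with at least 30 cells and total cytoplasm GFP at most 10,000,000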
West Nile virus CPE = inhibition of WNV-induced cytopathic effect – cell-based, CPE readout (AID 1621) | West Nile virus-infected cells, CPE inhibition; higher % means a stronger effect | CPE inhibition, % at 10 µM; hits with a dose series show IC50 in µM | 0.02% of 290,000 active; in the data active means a potency from the dose series; further: strong numbers were not always called active
KOR beta-arrestin-2 = KOR antagonists, beta-arrestin recruitment, cell-based, luminescence, uHTS (AID 1778). 0.091% of 290,000 active. one-dose inhibition, % at 10 µM; IC50 in µM for titrated hits. KOR beta-arrestin recruitment, luminescence, antagonist mode; higher % means a stronger effect; in the data active means inhibition above about 50%; further: strong numbers were not always called active
Numbers without * were called inactive; / = not tested or not shown; [ ] = remark or other dose.

KOR beta-arrestin-1	NOD1 NF-kB reporter	Dengue-2 NS5 capping	compound	GPR55 activation	GPR55 antagonists	HIV peptide binding	GPR35 antagonists	West Nile virus CPE	KOR beta-arrestin-2
-0.3%	-16%	-3%	COc1ccc(/C=C/C(=O)NC(C)CCc2ccccc2)cc1 (centres undefined)	0.1%	1%	-1.2%	-4%	-0.8%	/
-1.3%	3%	0%	CCn1nc(C)c(CN2CCCC(CO)(Cc3ccccc3)C2)c1C (centres undefined)	0.0%	6%	0.7%	-4%	-1.6%	-19%
1.1%	-34%	5%	COC(=O)/C(C#N)=C1/C=Cc2ccccc2N1	0.1%	4%	3.1%	3%	-0.9%	-23%
-1.8%	-4%	-3%	COc1ccc(CNC(=O)CCN2C(=O)c3ccccc3C2=O)cc1	0.0%	5%	0.2%	-2%	-0.1%	26%
-4.5%	-29%	-6%	CCOc1ccccc1C(=O)NCC(=O)OCC(=O)N1C(C)CCCC1C (centres undefined)	-0.3%	3%	2.7%	0%	-0.1%	-14%
-1.4%	8%	6%	CCOc1ccc(NCc2nnc(SCc3ccccc3Cl)n2-c2ccccc2)cc1	0.3%	1%	-3.3%	-7%	-0.9%	-7%
-2.3%	-30%	-7%	NS(=O)(=O)c1cccc(NC(=O)CN2CCC(Cc3ccccc3)CC2)c1	0.0%	-4%	-0.1%	-3%	-0.6%	-22%
2.1%	-4%	2%	COc1cccc(-c2c(C(=O)N/N=C/C3CC=CCC3)nnn2-c2nonc2N)c1 (centres undefined)	-0.1%	-5%	-0.4%	11%	0.5%	-44%
-2.5%	0%	-7%	S=C(NCCSCc1ccccc1Cl)Nc1ccccc1	-0.1%	2%	-2.5%	-24%	0.2%	18%
1.5%	5%	4%	Cc1ccc(C)c(NC(=O)c2ccc[n+](Cc3ccc([N+](=O)[O-])cc3)c2)c1	0.3%	9%	4.0%	-4%	0.4%	-1%
-5.2%	-21%	-2%	COc1ccc2[nH]c(=O)c(-c3nnn(-c4ccccc4)n3)cc2c1	-0.1%	3%	-0.7%	-16%	1.4%	4%
7.8%	-23%	0%	Cc1cccc(N2CCN(C(=O)c3csc4ccccc34)CC2C)c1 (centres undefined)	-0.5%	-2%	-0.6%	-11%	-1.8%	24%
-4.6%	-20%	0%	O=C(NCCc1ccco1)c1cc(COc2cccc(C(F)(F)F)c2)on1	-0.1%	0%	7.2%	-8%	-0.9%	9%
/	-30%	-7%	COCCN(Cc1nc(-c2ccc(C(F)(F)F)cc2)no1)C(C)C	0.3%	8%	1.6%	22%	-0.1%	-7%[20 µM]
-1.8%	-10%	-3%	Nc1nc(SCc2c(F)cccc2Cl)[nH]c(=O)c1-c1ccccc1	0.3%	11%	-3.8%	1%	1.3%	-17%
7.5%	-16%	-4%	Cc1ccc(S(=O)(=O)NCCCC(=O)C=[N+]=[N-])cc1	0.7%	2%	-0.1%	-26%	0.4%	0%

Shown with two lines to a compound: part of the list above.
Fields – KOR beta-arrestin-1 | NOD1 NF-kB reporter | Dengue-2 NS5 capping | GPR55 activation | GPR55 antagonists | HIV peptide binding | GPR35 antagonists | West Nile virus CPE | KOR beta-arrestin-2
> Cc1cccc(N2CCN(C(=O)c3csc4ccccc34)CC2C)c1 (centres undefined)
→ 7.8% | -23% | 0% | -0.5% | -2% | -0.6% | -11% | -1.8% | 24%
> O=C(NCCc1ccco1)c1cc(COc2cccc(C(F)(F)F)c2)on1
→ -4.6% | -20% | 0% | -0.1% | 0% | 7.2% | -8% | -0.9% | 9%
> COCCN(Cc1nc(-c2ccc(C(F)(F)F)cc2)no1)C(C)C
→ / | -30% | -7% | 0.3% | 8% | 1.6% | 22% | -0.1% | -7%[20 µM]

Other compounds.
KOR beta-arrestin-1	NOD1 NF-kB reporter	Dengue-2 NS5 capping	compound	GPR55 activation	GPR55 antagonists	HIV peptide binding	GPR35 antagonists	West Nile virus CPE	KOR beta-arrestin-2
0.5%	-10%	-4%	COc1ccc(NC(=O)C2c3cc(OC)c(OC)cc3C(=O)N(C)C2c2cccnc2)cc1OC (centres undefined)	-0.1%	1%	2.7%	5%	0.0%	18%
0.8%	-24%	-7%	CC(C)NCc1nnc(-c2ccccc2Cl)o1	-0.3%	0%	-0.1%	2%	0.5%	0%
-3.6%	8%	3%	C[C@](N)(Cc1ccc(O)c(O)c1)C(=O)O	-0.1%	12%	25%	-3%	-0.1%	11%
-0.3%	0%	5%	C=C(C)c1cccc(C(C)(C)NC(=O)N2CCN(c3ccccc3)CC2)c1	0.0%	10%	-1.6%	-2%	-0.4%	42%
3.9%	-13%	-2%	CC(=O)c1ccc(N(CC(=O)NCC2CCCO2)C(=O)CCC(=O)Nc2cc(C)on2)cc1 (centres undefined)	-0.2%	-10%	0.3%	3%	-0.1%	-35%
-5.4%	-20%	-2%	O=C(CCC(=O)N1CCOc2ccccc21)NCCN1CCOCC1	0.0%	6%	-0.5%	1%	-0.5%	3%[20 µM]
-0.3%	-11%	-5%	CC(=O)Nc1ccc(S(=O)(=O)N2CCSC2c2ccccc2)cc1 (centres undefined)	-0.1%	-2%	-1.3%	-3%	-0.3%	1%
-1.0%	-2%	8%	O=C1CCC/C(=N/NC(=O)c2sc3ccccc3c2Cl)C1	0.0%	-14%	82%	-7%	-0.1%	-14%
-3.2%	0%	1%	CC(=O)Nc1ccc(NS(C)(=O)=O)cc1	-0.1%	18%	0.0%	-10%	-0.5%	-15%
-1.5%	-4%	-6%	CCN(CC)C(=O)Cn1c(=O)n(-c2ccc(CC(=O)NCc3ccccc3)cc2)c(=O)c2sccc21	0.4%	6%	4.1%	4%	1.0%	-3%
/	-2%	-12%	C/C=C/C(=O)Nc1cccc(C2=NOC3(C2)C[C@@H](C(N)=O)N(C(=O)C(c2ccccc2)c2ccccc2)C3)c1 (some centres undefined)	-0.2%	-3%	-0.6%	-12%	0.2%	36%
0.6%	-4%	-8%	CCc1ccc(/C=N\n2cnnc2)cc1	-0.1%	8%	1.6%	-1%	0.1%	-33%
-3.8%	6%	1%	Cc1cccc2nc(CSc3nnnn3-c3ccccc3)cn12	0.6%	-10%	-1.3%	-2%	0.5%	22%
0.9%	-22%	-12%	CC(=O)n1c2ccccc2c2nc(NC(C)C)sc21	0.2%	-2%	1.0%	26%	0.2%	-25%
-1.4%	-9%	9%	CCc1nc2cccnc2n1-c1ccc(C(=O)O)cc1	0.0%	5%	15%	-6%	-0.3%	4%
5.5%	-11%	-2%	CCSc1nnc(CNc2ccc(F)cc2)n1CC1CCCO1 (centres undefined)	-0.2%	0%	-0.3%	-10%	0.3%	-1%
8.0%	3%	-2%	CCSc1oc(-c2cccs2)nc1S(=O)(=O)c1ccccc1	-0.5%	-4%	-0.4%	-17%	-0.2%	4%
0.4%	-11%	/	CCc1ccc(N2C(=O)C3ON(c4ccccc4)C(c4ccco4)C3C2=O)cc1 (centres undefined)	-0.2%	3%	1.8%	5%	0.4%	11%
-5.8%	-24%	-24%	COc1ccc(NC(=O)NCc2ccco2)cc1OC	0.2%	-4%	-0.9%	0%	-0.2%	-32%[20 µM]
-2.8%	-30%	-6%	CCn1nnnc1-c1ccc(OC)c(S(=O)(=O)Nc2ccc(S(N)(=O)=O)cc2)c1	-0.2%	6%	0.7%	-8%	-0.7%	-4%
7.1%	52%	17%	COc1ccc2c(c1OC)C(=O)N1c3ccccc3N=C(c3ccc([N+](=O)[O-])cc3)CC21 (centres undefined)	-0.2%	6%	5.3%	-5%	-0.1%	11%
3.4%	20%	-7%	Cc1ccc(-c2ccnc3nc(Sc4ncc(C(F)(F)F)cc4Cl)nn23)cc1	-0.2%	-3%	-3.1%	-8%	/	-34%
1.8%	-15%	-7%	Cc1[nH]c2ccccc2c1/C=N/NC(=O)c1cccc(S(=O)(=O)Nc2ccccc2Cl)c1	-0.2%	-8%	7.5%	-1%	0.0%	-21%
4.1%	-4%	-4%	CCOc1ccccc1NC(=O)C1CCN(S(=O)(=O)c2cccc3cccnc23)CC1	-0.2%	12%	0.4%	0%	/	25%
1.7%	-35%	-1%	CC(=O)NCC(=O)N(C)C(C(=O)Nc1ccc2c(c1)OCCO2)c1ccc(C)cc1 (centres undefined)	-0.3%	6%	1.0%	0%	0.4%	7%
0.0%	-6%	-3%	COc1cc(C(=O)Nc2ccc(S(=O)(=O)Nc3nccc(C)n3)cc2)cc(OC)c1OC	0.3%	3%	0.5%	-12%	0.0%	-25%
4.0%	-9%	-4%	Cc1ccc(CNC(=O)c2cc(=O)c3ccccc3o2)cc1	-0.1%	-10%	-0.1%	4%	-0.1%	-41%
5.3%	10%	-9%	COc1cc(NC(=O)C2CC(c3cccc(Br)c3)=NO2)cc(OC)c1OC (centres undefined)	-0.1%	10%	-1.5%	6%	-0.7%	-23%[20 µM]
2.6%	12%	-4%	COc1cccc(CN(Cc2cccnc2)S(=O)(=O)c2ccc(-n3cnnn3)c(C)c2)c1OC	-0.2%	-10%	3.9%	-2%	-0.7%	-26%
1.9%	-26%	1%	CCN(CC(=O)NCC(=O)Nc1cccc(C)c1C)Cc1ccccc1	-0.2%	-1%	0.7%	0%	-0.1%	-7%
13%	-2%	1%	Cc1nn(-c2cc(N3CCCCC3)ccc2N)c(=O)c2ccccc12	-0.3%	-1%	0.6%	-9%	-0.3%	2%
-3.5%	-10%	3%	CCOc1ccc(NC(=O)C(C)C(Cc2ccc(C)cc2)C(=O)O)cc1 (centres undefined)	0.3%	8%	0.8%	7%	-0.5%	-17%
5.8%	-17%	-2%	O=C(NN1C(=O)C2C3c4ccccc4C(c4ccccc43)[C@@H]2C1=O)c1ccccc1 (some centres undefined)	-0.2%	6%	0.8%	2%	-1.6%	-28%
4.0%	-10%	-3%	CC1(C)CC(=O)c2cc(C(=O)N3CCN(CCO)CC3)c(=O)n(-c3ccc(Cl)cc3)c2C1	-0.1%	17%	11%	-2%	0.5%	-12%
-1.3%	-2%	-2%	O=C1CC(N2CCN(Cc3ccccc3)CC2)C(=O)N1c1ccc2c(c1)OCCO2 (centres undefined)	0.2%	13%	-1.0%	13%	0.2%	-28%
-0.5%	-15%	-6%	O=S(=O)(c1ccccc1)N(CC(O)CN1CCCC1)c1ccccc1 (centres undefined)	0.0%	-5%	0.0%	10%	-0.7%	-2%
-5.6%	4%	-6%	COc1cc(S(=O)(=O)N(Cc2ccc(C)cc2)C2CCCCC2)ccc1-n1cnnn1	0.1%	-6%	-1.8%	1%	-0.5%	17%
5.5%	-14%	-2%	CCCc1oc(C(=O)O)cc1CN	0.3%	-8%	3.1%	-3%	0.0%	-56%
-4.4%	5%	0%	O=C(CSc1n[nH]c(C2CCCC2)n1)NC1CCCC1	-0.3%	-3%	0.5%	-1%	0.6%	-3%
-1.7%	-16%	/	Cc1cccc(C)c1NC(=O)CN(C)C(=O)/C=C/c1cccs1	0.4%	-16%	-1.4%	-14%	-0.3%	-45%
-6.2%	-75%	5%	C=C1c2ccccc2NC(=O)N1c1ccc(C)cc1	0.3%	0%	13%	-14%	0.3%	8%
12%	-30%	18%	Cc1cccc(N2C(S)=C(C#N)C(=O)NC23CCCCC3)c1	-0.1%	11%	3.5%	1%	-0.1%	-31%

Not all compounds are listed, so the mix of outcomes need not match the whole.
